RNase H inhibition – RNase H inhibition, HIV 1 Gag Pol polyprotein, FRET biochemical assay, screening (AID 372); inhibition, % at 10 µM, or IC50 in µM where a hit was titrated; HIV-1 RT RNase H, FRET RNA/DNA substrate fluorescence; higher % means a stronger effect; 100,000 compounds, 0.77% hits; in the data active = inhibition above about 50%
* hit, by the source's call. A portion of the library, so the mix of outcomes need not match the whole.

canonical_smiles | RNase H inhibition
CC1CCN(Cc2c(O)ccc3c(=O)c(-c4ccc(Cl)cc4)coc23)CC1 | 0.0%
O=C1CC(c2cc(Br)ccc2F)c2ccc3ccccc3c2N1 (centres undefined) | 0.0%
CCOC(=O)C1=C(CC)OC(N)=C(C#N)C1c1cccc(Cl)c1Cl (centres undefined) | 3.0%
Cc1ccc2c(Cl)c(C(=O)Nc3nc(-c4ccccc4)cs3)sc2c1 | 11.0%
O=C(c1cccc([N+](=O)[O-])c1)c1ccc2c(c1)C(=O)N(c1cccc(-c3nc4ccccc4o3)c1)C2=O | 14.0%
CC1CCCCC1NC(=O)/C(C#N)=C/c1ccc(OCC(N)=O)cc1 (centres undefined) | 9.0%
Cc1n[nH]c(=O)nc1N/N=C/c1c(F)cccc1Cl | 12.0%
Cc1ccccc1N1C(=O)NC(=O)/C(=C/c2cn(CC(=O)Nc3ccccc3)c3ccccc23)C1=O | 6.0%
C=CCOc1ccc(/C=C2/C(=O)NC(=S)N(CC=C)C2=O)cc1OCC | 0.0%
COc1ccc(C2CC(=O)C3=C(C2)Nc2ccccc2NC3c2ccc(OCc3ccccc3)cc2)cc1 (centres undefined) | 29.0%
CCOP(=O)(OCC)/C(=N/OC(=O)c1ccccc1C)C(N)=O | 12.0%
O=C1/C(=C/c2ccccc2)SC(=S)N1/N=C/c1ccccc1 | 6.0%
COc1cc(/C=c2\sc3nc4c(C)cc(C)cc4n3c2=O)cc(OC)c1OC | 8.0%
COc1ccc(C(=O)Nc2ccccc2)cc1NC(C)=O | 3.0%
Cc1nn(CC(=O)N2CCCC2)c(C)c1[N+](=O)[O-] | 12.0%
COc1cc(/C=C2\C(=O)NC(=S)N(c3cccc(C)c3)C2=O)cc(OC)c1O | 16.0%
COc1ccc(N/C=C\C(=O)c2ccc(Cl)c(Cl)c2)cc1 | 9.0%
O=C(Nc1ncc([N+](=O)[O-])s1)c1cccnc1 | 2.0%
CCN(CC)CCNC(=O)COc1ccccc1O | 0.0%
Cc1cc(C=C2C(=O)NC(=O)NC2=O)c(C)n1-c1ccc(C(=O)O)c(Cl)c1 | 19.0%
COc1ccccc1C(=O)Nc1nccs1 | 0.0%
O=C(Nc1ccc(Oc2ccc(Cl)cc2)cc1)c1ccc([N+](=O)[O-])cc1Cl | 15.0%
CCOC(=O)c1ccc(N2C(=O)CC(N3CCN(C/C=C/c4ccccc4)CC3)C2=O)cc1 (centres undefined) | 5.0%
O=C1CSC(=S)N1N1C(=O)C2C3C=CC(C3)C2C1=O (centres undefined) | 9.0%
Cc1ccc(NC(=O)Cc2nnc(NC(=O)Nc3cccc(Cl)c3)s2)cc1 | 11.0%
CC(=O)c1ccc(OC(C)C)c(CSc2nc(O)cc(=O)[nH]2)c1 | 7.0%
COC(=O)C(CCCN1C(=O)c2ccccc2C1=O)(NC(C)=O)c1nn[nH]n1 (centres undefined) | 12.0%
O=C(Nc1cccc(-c2nc3cc(Cl)cc(Cl)c3o2)c1)c1ccc(Cl)c([N+](=O)[O-])c1 | 8.0%
Cc1cccc(N2C(=O)c3ccc4c5c(ccc(c35)C2=O)CC4)c1C | 6.0%
O=C(O)Cc1nonc1NCn1nnc2ccccc21 | 6.0%

5 structures from above, arranged by length of the SMILES, ascending:
canonical_smiles | RNase H inhibition
COc1ccccc1C(=O)Nc1nccs1 | 0.0%
COc1ccc(C(=O)Nc2ccccc2)cc1NC(C)=O | 3.0%
O=C1/C(=C/c2ccccc2)SC(=S)N1/N=C/c1ccccc1 | 6.0%
CCOP(=O)(OCC)/C(=N/OC(=O)c1ccccc1C)C(N)=O | 12.0%
CCOC(=O)C1=C(CC)OC(N)=C(C#N)C1c1cccc(Cl)c1Cl (centres undefined) | 3.0%

Next structures follow.
canonical_smiles | RNase H inhibition
COc1ccc(NC2CC(=O)N(Cc3ccccc3)C2=O)cc1 (centres undefined) | 0.0%
CC(C)/C=C1\CCCC\C1=N/NC(N)=O | 0.0%
CCc1ccc(/C=C(/C#N)c2nc3ccccc3[nH]2)cc1 | 3.0%
COC(=O)c1ccccc1NC(=O)CN(c1cccc(OC)c1)S(=O)(=O)c1ccccc1 | 10.0%
O=C(Nc1ccc(Cl)cc1)C(c1ccccc1)c1ccccc1 | 0.0%
O=C1C(=Cc2ccc(-c3ccc([N+](=O)[O-])cc3Br)o2)C(=O)c2ccccc21 | 0.0%
COc1ccc(S(=O)(=O)Nc2ccc(C)cn2)cc1 | 3.0%
O=C(Nc1ccc2nn(-c3ccc(Cl)cc3)nc2c1)c1ccccc1 | 29.0%
O=C(NC12CC3CC(CC(C3)C1)C2)c1ccccc1 | 4.0%
COc1cc(/C=C2/NC(=S)NC2=O)cc(Cl)c1O | 9.0%
CCCc1ccc(-c2ccc(OC(F)(F)F)cc2)nc1 | 2.0%
CCSCCOC(=O)C1=C(C)NC2=C(C(=O)CCC2)C1c1cc(Br)c(O)c(OC)c1 (centres undefined) | 14.0%
CCOc1cc(C=O)cc(I)c1OCc1ccc(F)cc1 | 5.0%
CCCOC(=O)C1=C(C)NC2=C(C(=O)CC(c3ccc(OC)cc3)C2)C1c1ccc(OCc2ccccc2)c(OC)c1 (centres undefined) | 6.0%
COc1ccc(C(=O)N2CCCc3ccccc32)cc1 | 0.0%
CC(=O)Oc1ccc(-c2cccc(C(=O)NCCO)c2)cc1 | 0.0%
O=[N+]([O-])c1cc(-n2ncnc2-c2ccc3c(c2)OCO3)ccc1F | 0.0%
CCOC(=O)c1c(NC(=S)NC(=O)c2cccc(F)c2)sc2c1CCCC2 | 15.0%
O=C(/C=C/c1cccc(N2C(=O)c3ccc(C(=O)c4cccc([N+](=O)[O-])c4)cc3C2=O)c1)c1ccccc1 | 2.0%
COc1ccc(-c2csc(Nc3cccc(O)c3)n2)cc1OC | 6.0%
CC(C)(C)c1cc(N2C(=O)C(=O)/C(=C(\O)c3ccccc3)C2c2cccc([N+](=O)[O-])c2)no1 (centres undefined) | 0.0%
COc1ccc(OCC(=O)N2CCN(C(=O)c3cccc(OC)c3OC)CC2)cc1 | 6.0%
CCC(Oc1ccccc1)C(=O)Nc1cc(Cl)ccc1Cl (centres undefined) | 40.0%
O=C(Nc1cccc(NC(=O)c2ccc(Br)o2)c1)c1ccco1 | 8.0%
O=C(c1ccc(-c2ccccc2)cc1)N1CCN(Cc2ccc(Cl)cc2)CC1 | 9.0%
COc1cccc(C2C(C(=O)OCCc3ccccc3)=C(C)NC3=C2C(=O)CC(c2ccc(Cl)cc2)C3)c1OC (centres undefined) | 0.0%
Cc1cc(OCC(=O)Nc2ccccc2CO)ccc1Br | 10.0%
O=C(CSc1ncccn1)N/N=C/c1ccc(O)cc1 | 16.0%
Cc1ccc(C(=O)Nc2nc3ccccc3n2C)cc1 | 1.0%
COc1ccc(NC(=O)c2nn3c(C(F)(F)F)cc(-c4ccco4)nc3c2Cl)c(OC)c1 | 13.0%
COC(=O)C1=C(C)NC2=C(C(=O)CCC2)C1c1ccc(Cl)c(Cl)c1 (centres undefined) | 0.0%
CN1CCN(c2c3c(c(C#N)c4nc5ccccc5n24)CCC3)CC1 | 0.0%
CCOC(=O)CCC(=O)Nc1ccc(S(=O)(=O)Nc2cc(OC)nc(OC)n2)cc1 | 4.0%
CN(C)c1ccc(C2/C(=C(\O)c3ccccc3)C(=O)C(=O)N2c2ccccn2)cc1 (centres undefined) | 0.0%
CCCC(=O)NC(c1ccccc1Cl)c1ccc2cccnc2c1O (centres undefined) | 8.0%
CC1(C)CC(n2c(NCCO)nc3c(c2=O)C2(CCCC2)Cc2ccccc2-3)CCO1 (centres undefined) | 8.0%
CCOC(=O)C1CCN(C2CC(=O)N(c3ccc(C)cc3)C2=O)CC1 (centres undefined) | 9.0%
CC12c3ccccc3C(C)(c3ccccc31)C1C(=O)N(c3ccc(Cl)c(C(=O)O)c3)C(=O)C12 (centres undefined) | 0.0%
CC1(C)Nc2ccccc2N(Cc2ccc([N+](=O)[O-])cc2)C1=O | 11.0%
CCNC(=O)C(=O)Nc1cc(OC)ccc1OC | 0.0%
COc1cc(C(=O)Nc2c(Cl)cccc2Cl)cc(OC)c1OC | 0.0%
COC(=O)c1c(NC(=O)c2ccc([N+](=O)[O-])c(C)c2)sc(C)c1C | 19.0%
COc1cccc(OCCCOc2c(C)cccc2C)c1 | 10.0%
c1ccc2cc(OCCCCCN3CCOCC3)ccc2c1 | 4.0%
COc1cccc(C2C(C(=O)OCCOc3ccccc3)=C(C)NC3=C2C(=O)CCC3)c1OC (centres undefined) | 8.0%
O=C(O)c1cccc(NC(=O)c2cccc(Br)c2)c1 | 8.0%
COCC(C)NS(=O)(=O)c1ccc(OC)cc1 (centres undefined) | 10.0%
O=C1C2C3c4ccccc4C(c4ccccc43)C2C(=O)N1c1cccc(O)c1 (centres undefined) | 11.0%
Cc1cc([N+](=O)[O-])ccc1NCc1ccco1 | 16.0%
COc1cc(OC)c(NC(=O)c2ccc(C(C)(C)C)cc2)cc1Cl | 15.0%
Cc1ccc(C(=O)COC(=O)c2cccc(Br)c2)cc1 | 11.0%
O=C(Nc1ccc(-c2nc3ccccc3o2)cc1)c1ccccc1[N+](=O)[O-] | 19.0%
O=C(CCC(=O)NCCC1=CCCCC1)NCCC1=CCCCC1 | 9.0%
COC(=O)c1ccc(/C=C2\N=C(c3ccc(F)cc3)OC2=O)cc1 | 0.0%
COc1ccc(C(=O)Nn2cc3cc([N+](=O)[O-])ccc3n2)cc1 | 7.0%
CC1=NN(C(=O)OC(C)(C)C)C(O)(c2ccc(C)cc2)C1 (centres undefined) | 11.0%
O=C1c2ccccc2C(=O)c2cc(S(=O)(=O)Nc3cccc([N+](=O)[O-])c3)ccc21 | 23.0%
O=C(NNC(=O)c1ccco1)c1ccco1 | 5.0%
O=C(COc1ccccc1)N=Nc1c(O)[nH]c2ccccc12 | 0.0%
O=C(Nc1ccc(O)c(-c2nc3ccccc3o2)c1)c1cc2ccccc2oc1=O | 15.0%

Additional results.
canonical_smiles | RNase H inhibition
N#C/C(=C\c1ccc(Cl)cc1)c1nc(-c2cc3cc(Br)ccc3oc2=O)cs1 | 8.0%
O=C(Nc1ccccc1)/C(=C\c1ccco1)NC(=O)c1cccc(Cl)c1 | 7.0%
CCc1nn(-c2ccccc2)c2nc(-c3ccccc3C)c3cc(OC)c(OC)cc3c12 | 13.0%
COc1cc2c(cc1NC(=O)Cc1ccccc1)oc1ccccc12 | 27.0%
COc1ccc(C2CC(C(F)(F)F)n3nc(C(=O)N4CCN(Cc5ccccc5)CC4)cc3N2)cc1 (centres undefined) | 15.0%
Cc1ccc(N(CC(=O)N2CCCC2)S(=O)(=O)c2ccc(F)cc2)cc1 | 1.0%
CSc1nc2ccccc2c(=O)n1CC1CCCCC1 | 5.0%
C=CCNC(=S)Nc1c(C)n(C)n(-c2ccccc2)c1=O | 10.0%
CCOC(=O)c1c(NC(=O)C2CC2c2ccccc2)sc2c1CCC2 (centres undefined) | 34.0%
O=C1/C(=C/c2cc3c(cc2[N+](=O)[O-])OCO3)Sc2ccccc21 | 14.0%
O=c1[nH]c(/C=C/c2ccco2)nc2ccccc12 | 7.0%
C=CCN1C(=O)/C(=C/c2ccc(O)c(OC)c2)S/C1=N\c1nnc(CC)s1 | 25.0%
COc1ccc(S(=O)(=O)N2CCN(Cc3cccc(C)c3)CC2)cc1 | 7.0%
CC(=O)Oc1ccc(/C=c2/sc3nc(-c4ccc(C(C)(C)C)cc4)nn3c2=O)cc1 | 16.0%
O=C(c1ccccc1F)N1CCN(c2ccc(C(F)(F)F)cc2[N+](=O)[O-])CC1 | 0.0%
O=C1NC(=O)N(c2cccc(F)c2)C(=O)/C1=C/c1ccc(-c2ccc(F)cc2)o1 | 7.0%
COc1ccc(Cl)cc1NC(=O)CN(c1cc(C)cc(C)c1)S(=O)(=O)c1ccc(OC)c(OC)c1 | 16.0%
COc1ccc(C(=O)Oc2ccc([N+](=O)[O-])cc2)cc1S(=O)(=O)N1CCOCC1 | 1.0%
CC(=O)c1cccc(NC(=O)c2ccc(I)cc2)c1 | 8.0%
COc1cc(SC)ccc1C(=O)N1CCN(c2cccc(C)c2C)CC1 | 0.0%
CC(C)=NNC(=O)C(=O)Nc1ccc(Cl)cc1 | 7.0%
O=C(NC(C(=O)c1ccccc1)N1CCOCC1)c1ccco1 (centres undefined) | 9.0%
CC12C(=O)C(C)(C(c3ccccc3)=C1c1ccccc1)C1C(=O)N(c3ccc(Cl)cc3)C(=O)C12 (centres undefined) | 18.0%
Cc1cc(I)ccc1NC(=O)COc1cccc(C)c1C | 6.0%
COc1ccccc1N(CC(=O)NCc1ccncc1)S(=O)(=O)c1ccccc1 | 7.0%
COc1ccc(N=Cc2ccc([N+](=O)[O-])s2)c([N+](=O)[O-])c1 | 14.0%
O=C(CC1S/C(=N\N=C\c2ccco2)NC1=O)Nc1ccccc1F (centres undefined) | 0.0%
CCOc1ccc(-n2nc3ccc(NC(=O)c4cc([N+](=O)[O-])ccc4Cl)cc3n2)cc1 | 5.0%
CCOC(=O)CCc1c(C)nc2cc(-c3ccc(C)cc3)[nH]n2c1=O | 9.0%
Cc1ccc(N(CC(=O)Nc2ccccc2C)S(=O)(=O)c2ccccc2)cc1 | 5.0%

Single entries from the results shown:
CCOC(=O)c1c(NC(=O)C2CC2c2ccccc2)sc2c1CCC2 (centres undefined) @ RNase H inhibition: 34.0%
COc1ccc(S(=O)(=O)N2CCN(Cc3cccc(C)c3)CC2)cc1 @ RNase H inhibition: 7.0%
Cc1cc(I)ccc1NC(=O)COc1cccc(C)c1C @ RNase H inhibition: 6.0%
CCOC(=O)CCc1c(C)nc2cc(-c3ccc(C)cc3)[nH]n2c1=O @ RNase H inhibition: 9.0%
CC12C(=O)C(C)(C(c3ccccc3)=C1c1ccccc1)C1C(=O)N(c3ccc(Cl)cc3)C(=O)C12 (centres undefined) @ RNase H inhibition: 18.0%
N#C/C(=C\c1ccc(Cl)cc1)c1nc(-c2cc3cc(Br)ccc3oc2=O)cs1 @ RNase H inhibition: 8.0%

(cont.)
canonical_smiles | RNase H inhibition
COc1ccc(C(=O)NC(=S)Nc2ccc(-c3nc4cc(Cl)ccc4o3)cc2)cc1Cl | 6.0%
CCOP(=O)(CC(=O)O)c1ccccc1 (centres undefined) | 8.0%
Cc1ccc(C(c2ccccc2)C2([N+](=O)[O-])C(=O)c3ccccc3C2=O)c(C)c1 (centres undefined) | 5.0%
COc1cccc(C(=O)Nc2nnc(COc3ccccc3F)s2)c1 | 10.0%
CCOc1ccc(/C=C2\C(=O)NC(=O)N(c3ccc(Br)cc3)C2=O)cc1Cl | 11.0%

From PubChem
